RGS4 inhibitor = Inhibitors of Regulator of G Protein Signaling (RGS) 4: qHTS. actives 0.039% (n = 390,000). Transcreener GDP fluorescence polarization, RGS4-accelerated GTP hydrolysis. Regulator of G-protein signaling 4 (Homo sapiens), P49798. Potency, µM (doses to about 114 µM), for the others: at the highest dose activity change, negative = inhibition, most hits filed as inhibitors. AID 504845, 2011; also: % is scaled to controls: 0 for no effect and ±100 for the full control effect; nearly all actives have a fitted effect of over 75% in size; some results filed as inactive show a strong effect at the top dose
Target sequence (P49798 whole entry, looked up): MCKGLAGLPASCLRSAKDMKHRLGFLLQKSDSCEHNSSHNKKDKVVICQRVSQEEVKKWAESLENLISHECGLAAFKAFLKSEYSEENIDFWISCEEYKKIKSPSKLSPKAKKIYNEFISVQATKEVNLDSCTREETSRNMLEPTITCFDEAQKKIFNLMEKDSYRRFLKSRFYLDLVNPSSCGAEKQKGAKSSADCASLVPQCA
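MLSMR compounds (23 nl, pin-transferred) preincubated 10 min at room temperature with a 500nM (2x) first reagent, then RGS4 at 900nM (2x) plus Transcreener GDP mix added; fluorescence polarization (620/688 nm) read before and after 90 min at 30 °C.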
HP1b chromo inh = HTS for Inhibitors of HP1-beta Chromodomain Interactions with Methylated Histone Tails | Chromobox protein homolog 1 (Homo sapiens), P83916 | AlphaScreen HP1-beta / biotin-H3K9me3 peptide binding | Potency, µM (doses to about 114 µM), inactives show at the top dose activity change, negative = inhibition, hits mostly inhibitors | actives 0.56% (n = 390,000) | AID 540317, 2011; also: nearly all actives have a fitted effect of over 70% in size; inactives centre near 23
Target sequence (P83916 whole entry, looked up): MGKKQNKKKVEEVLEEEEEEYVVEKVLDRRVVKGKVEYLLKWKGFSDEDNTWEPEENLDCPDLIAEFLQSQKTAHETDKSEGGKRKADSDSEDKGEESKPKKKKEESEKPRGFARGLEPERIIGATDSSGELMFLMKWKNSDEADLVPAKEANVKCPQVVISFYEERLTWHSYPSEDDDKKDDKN
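AlphaScreen: HP1-beta (50 nM) preformed 30 min with biotin-H3(1-18)K9me3 peptide (50 nM) in PBS pH 7.4, 0.01% Tween-20. Compound added for 30 min at RT, then streptavidin donor/nickel chelate acceptor beads (10 ug/mL) for 30 min.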
GLS inh = qHTS for Inhibitors of Glutaminase (GLS); Potency, µM (series often up to 45.5 µM), without a hit: at the top dose activity change, negative = inhibition, usual class: inhibitors; actives 0.21% (n = 410,000); Glutaminase kidney isoform, mitochondrial (Homo sapiens), O94925; GLS enzymatic activity, qHTS titration; also: % is scaled to controls: 0 for no effect and ±100 for the full control effect
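Read-out is an Amplex red fluorescence increase coupled through glutamate oxidase and HRP, measured before and after 30 min room-temperature incubation. hKGA is in 45 mM KH2PO4 (pH 8.2) with 0.02% Tween-20; glutamine added as 1mM solution.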
Pin1 inhibitor = qHTS Assay to Find Inhibitors of Pin1 | Pin1 FP peptide displacement, HiFluor488, 10 min | Potency, µM (highest dose often 115 µM), for the others: top-dose activity, negative = inhibition, actives largely listed as inhibitors | actives 0.009% (n = 390,000) | AID 504891, 2011; active = well fitted inhibition curve with a large enough effect in the polarisation, with a control signal flat, not every such curve was filed as active; inconclusive = small, poorly fitted or top-dose-only effect, or effect the other way, or a change in a side signal; inactive = no such curve, though single readings can be large or run the other way; the % refers to the polarisation; also: % is scaled to controls: 0 for no effect and ±100 for the full control effect
Target sequence (Q13526 whole entry, looked up): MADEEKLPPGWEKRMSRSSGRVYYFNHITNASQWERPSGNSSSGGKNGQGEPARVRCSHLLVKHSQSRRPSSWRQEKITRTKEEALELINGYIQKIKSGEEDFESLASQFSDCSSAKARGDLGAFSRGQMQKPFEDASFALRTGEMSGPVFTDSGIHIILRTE
ERG Ets-DNA blk = qHTS for Small Molecule Inhibitors of the ERG Ets/DNA interaction; Transcriptional regulator ERG (Homo sapiens), P11308; fluorescence polarization, His-ERG Ets domain / labelled DNA; Potency, µM (titrated, usually from 76.9 µM), for inactives: top-dose FP activity, negative = inhibition, usual class: inhibitors; actives 0.028% (n = 370,000); active = well fitted inhibition curve with a large enough effect in the polarisation, with a control signal flat; inconclusive = small, poorly fitted or top-dose-only effect, or effect the other way, or a change in a side signal; inactive = no such curve, though single readings can be large or run the other way; the % refers to the polarisation;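 also: polarization taken with two DNA probes labelled with fluorescein and Texas red; % of control where 0% means no effect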
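His-tagged ERG Ets domain (1 uM in the protein solution; 300mM KCl, 50mM Tris-HCl, 1mM EDTA, 1mM DTT, pH 7.5) received compound, then a probe mix of 5 nM fluorescein-DNA and 100nM Texas-615-DNA. Fluorescence polarization was read for both dyes.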
Tb PGK inh = qHTS Assay to Find Inhibitors of Phosphoglycerate Kinase; actives 0.043% (n = 380,000); AID 602233, 2012; PGK/GAPDH coupled, Kinase-Glo luminescence, 60 min; Potency, µM (titrated, usually from 57.5 µM), inactives show at the top dose activity change, negative = inhibition, actives largely listed as inhibitors; Phosphoglycerate kinase, glycosomal (Trypanosoma brucei brucei), P07378; also: % is scaled to controls: 0 for no effect and ±100 for the full control effect; nearly all actives have a fitted effect of over 60% in size
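Luminescent ATP detection (Kinase-Glo Plus) follows a 60-minute room-temperature incubation, with wells lacking PGK as controls. Buffer: 100 mM TEA (pH 7.6), 5 mM MgCl2, 0.01% Tween-20. Coupling enzyme GAPDH (100 nM final) supplies unstable 1,3-BPG in-well.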
JMJD2A Tudor = qHTS Assay for Inhibitors of JMJD2A-Tudor Domain. AlphaScreen JMJD2A-Tudor / H3K4me3 peptide binding. Potency, µM (doses to about 114 µM), for the others: top-dose activity change, negative = inhibition, actives largely listed as inhibitors. actives 4.4% (n = 390,000). AID 504339, 2011; also: % is scaled to controls: 0 for no effect and ±100 for the full control effect; nearly all actives have a fitted effect of over 50% in size
ALOX12 inh = Primary qHTS assay for inhibitors of human arachidonate 12S-lipoxygenase (ALOX12): Round 2; Polyunsaturated fatty acid lipoxygenase ALOX12 (Homo sapiens), P18054; purified 12hLO, xylenol orange hydroperoxide absorbance; Potency, µM (highest dose often 108 µM), inactives show at the top dose activity change, negative = inhibition, hits mostly inhibitors; actives 1.1% (n = 580,000); AID 1671190, 2021; also: % is scaled to controls: 0 for no effect and ±100 for the full control effect
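Purified human 12hLO at 150 nM in 25 mM Hepes, 0.01% Triton X-100, pH 7.0, preincubated 15 min at room temperature with compound. Reaction started with 40 uM arachidonic acid, 30 min at room temperature. Hydroperoxide measured by Fe-xylenol orange, 573/405 nm absorbance ratio.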
TrxR1 inh = qHTS Assay for Inhibitors of Mammalian Selenoprotein Thioredoxin Reductase 1 (TrxR1): qHTS | Thioredoxin reductase 1, cytoplasmic (Rattus norvegicus), O89049 | recombinant rTrxR1, NADPH fluorescence consumption, selenite substrate | Potency, µM (series often up to 114 µM), inactives show at the top dose activity change, negative = inhibition, hits mostly inhibitors | actives 1% (n = 390,000); also: % is scaled to controls: 0 for no effect and ±100 for the full control effect; nearly all actives have a fitted effect of over 65% in size
Target sequence (O89049 whole entry, looked up): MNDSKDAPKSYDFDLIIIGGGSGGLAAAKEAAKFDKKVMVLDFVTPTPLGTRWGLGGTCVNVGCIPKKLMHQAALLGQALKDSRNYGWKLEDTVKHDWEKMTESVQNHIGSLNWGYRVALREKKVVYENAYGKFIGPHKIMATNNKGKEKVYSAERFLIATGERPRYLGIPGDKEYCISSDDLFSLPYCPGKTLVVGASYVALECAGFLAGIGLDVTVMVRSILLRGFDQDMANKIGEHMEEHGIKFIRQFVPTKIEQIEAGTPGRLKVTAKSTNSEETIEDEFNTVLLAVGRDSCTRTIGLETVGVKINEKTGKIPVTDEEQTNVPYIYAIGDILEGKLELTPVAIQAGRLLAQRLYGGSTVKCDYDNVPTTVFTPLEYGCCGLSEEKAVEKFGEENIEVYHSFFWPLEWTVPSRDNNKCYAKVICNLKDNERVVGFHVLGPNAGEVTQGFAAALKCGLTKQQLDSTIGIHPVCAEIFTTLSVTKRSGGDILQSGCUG
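Rat TrxR1 (90 nM in the dispensed reagent) was pre-reduced with 400 uM NADPH for 5 min at room temperature, then incubated with compound for 15 min. After 400 uM selenite was added, NADPH fluorescence (Ex 340/Em 450 nm) was followed for 8 min.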
The depositor's hits bear a star; i = inactive; ? = inconclusive; . = not tested or not shown; & = joins results of further samples; [ ] = remark or other dose. Unless noted, calls follow the shape of the dose curve; as a rule, active = well fitted curve in the direction sought with a large enough effect; inconclusive = small, poorly fitted or top-dose-only effect, or another doubt; inactive = no such curve, though single readings can be large; an effect the other way counts as inactive or inconclusive. Potency is read from the fitted curve at half-maximal effect.

Tb PGK inh | GLS inh | RGS4 inhibitor | HP1b chromo inh | ERG Ets-DNA blk | Pin1 inhibitor | JMJD2A Tudor | ALOX12 inh | TrxR1 inh | SMILES
-1% | -1% | -28% | 15% | 5% | -2% | -13% | -29% | 31% | CC(C)c1ccc(NC(=O)c2ccc3oc(=O)c(S(=O)(=O)c4ccc(F)cc4)cc3c2)cc1
1% | -1% | -4% | 44%[activator] | 4% | 0% | -3% | -17% | 36%[activator] | Cc1cc(C)nc(NC(=O)c2c(C(=O)O)noc2C)n1
9% | 7% | -29% | 46%[activator] | 1% | -8% | -24% | ? | 5.6µM* | O=C(CCl)Nc1cc(SCC(O)CO)cc([N+](=O)[O-])c1 (stereo unspecified)
4% | 15% | -10% | -2% | 0% | -29% | -6% | -24% | -8% | O=C(O)c1ccc(Cl)c(S(=O)(=O)Nc2ccc(S(=O)(=O)Nc3cccc(Cl)c3)cc2)c1
-10% | -1% | -16% | 23% | 6% | -10% | -14% | -11% | 5%[57.1 µM] | O=C(Nc1nc2ccccc2[nH]1)c1ccc(OC(F)F)cc1
-3% | 1% | -8% | 31% | 7% | -3% | -10% | -21% | -6% | COc1ccc(C(=O)NNC(=O)CCC(=O)Nc2cc(C)on2)cc1
-3% | 0% | ? | 4% | . | ? | ? | 32µM* | ? | N#CC1=C(N)SC(N)=C(C#N)C1c1cccc(O)c1
-1% | 1% | -8% | 41%[activator] | -9% | 9% | -6% | -2% | ? | COc1cc(OC)cc(-c2nnc(NC(=O)CCS(=O)(=O)c3ccc(F)cc3)o2)c1
-1% | 2% | -13% | 3% | 1% | 30% | -14% | 156%[activator] | 19%[57.1 µM] | Cc1csc2sc(-c3ccnc(SCC(=O)NCc4ccccc4)n3)c(C)c12
2% | -11% | 44% | 23% | -2% | 1% | -10% | 0% | 26%[57.1 µM] | Cc1nnc2sc(SCc3ccccc3Cl)nn2c1=O
-1% | 3% | -38% | 49%[activator] | 11% | 2% | -7% | -19%&29% | 10% | CCCCn1c(=O)[nH]c(=O)c2c1nc(-c1ccc(-c3ccccc3)cc1)n2C
4% | 14% | 3% | 36% | 8% | 8% | -13% | 14% | 18% | CC(=O)N1CCc2cc(Br)cc(S(=O)(=O)CCC(=O)N3CCN(c4ccccn4)CC3)c21
-2% | -1% | -6% | 39%[activator] | -10% | 19% | -9% | 0% | 37%[activator] | CC(C)CC(NS(=O)(=O)c1ccc2c(c1)oc(=O)n2C)C(=O)NC1CCCc2ccccc21 (stereo unspecified)
2% | 9% | -18% | 16% | -11% | -2% | -14% | -20% | -10% | O=C(Cn1cnc2ccccc2c1=O)Nc1nnc(C2CC2)s1
i | 11% | 15% | 24% | 0% | -3% | -5% | 12% | 7% | Cc1nc(NS(=O)(=O)c2ccccc2)sc1C(=O)N/N=C/c1ccccc1
-6% | 22% | -49%[56.9 µM] | -6% | -5% | ? | -36% | 39%[activator] | ? | O=C(Oc1cccc2c(O)cccc12)c1ccco1
15% | -2% | -5% | -4% | 1% | ? | -34% | 0% | -11% | COc1cc(/C=C(\C#N)c2nc3ccccc3[nH]2)c([N+](=O)[O-])cc1OCc1ccccc1
-3% | -3% | -14% | 18% | 11% | -5% | -1% | ? | 13%[57.1 µM] | Cc1csc(NC(CO)c2nc3ccccc3n2CCOCCO)n1 (stereo unspecified)
i | 3% | -12% | 7% | 8% | -2% | -14% | -10% | 12% | COc1ccc(Nc2cc(C(=O)NCc3ccccc3)c3ccccc3n2)cc1OC
-1% | -3% | -7% | 9% | -4% | -2% | ? | ? | 17% | NC(=O)c1cc([N+](=O)[O-])ccc1NCc1cccc2ccccc12
-3% | 2% | 17% | 18% | -1% | 14% | -20% | ? | -10% | CCc1cccc(NC(=O)Cn2c(=O)n(CC(=O)NCCc3ccccc3)c(=O)c3ccccc32)c1
-11% | -3% | 6% | 42%[activator] | -14% | 1% | -6% | -51% | 10% | CCC12CSc3nc(Cl)ccc3N1C(=O)C(=O)N2C (stereo unspecified)
9% | 6% | 6% | 39% | 3% | -4% | -5% | 3% | 14%[57.1 µM] | CCc1ccc(Sc2cc(C(=O)O)c3ccccc3n2)cc1
3% | 1% | -9% | 7% | -2% | -4% | 4% | -1% | 3% | COc1ccc(-n2c(=O)c3ccccc3n(CC(=O)NCCc3ccc(OC)c(OC)c3)c2=O)cc1
-4% | 3% | -3% | 25% | 1% | 0% | -15% | 22% | 22% | COc1ccc(CCNC(=O)c2cc(C3CC3)nc3c2cnn3C(C)C)cc1OC
-5% | -3% | -1% | 39%[activator] | -5% | 1% | -12% | -3% | 12% | CNc1snc(C)c1C(=O)OCC(=O)c1cc(F)ccc1OC
1% | 9% | -14% | 24% | 1% | -5% | -10% | 0% | 7% | Cc1ccc(/C(N)=N/OC(=O)C(C)c2ccc([N+](=O)[O-])cc2)cc1 (stereo unspecified)
-2% | -9% | -3% | 4% | 3% | 3% | -21% | -30% | 17% | Cc1ccc(C(=O)Nc2ccon2)cc1S(=O)(=O)N1CCCCCC1
-7% | 0% | 0% | 63%[activator] | -5% | -3% | 26% | -2% | -7% | O=C(c1ccccc1F)N(Cc1ccccc1)Cc1ccccc1
-13% | 8% | -20% | 8% | . | 3% | -23% | -1% | 0% | COc1cc(CN2CC(=O)N(c3ccc(C)c(C)c3)C2=S)cc(OC)c1OC
2% | 9% | 26% | 38% | 17% | 2% | -5% | -17% | 10% | CCC(C)NC(=O)COC(=O)c1csc2c1CCCC2 (stereo unspecified)
-1% | 1% | -28% | 14% | 4% | 14% | -12% | -6% | -7%[11.4 µM] | C=C(C)COc1ccc2c(c1)CCC1C2CCC2(C)C(=O)C(=NO)CC12 (stereo unspecified)
-15% | -9% | 6% | 23% | -7% | 0% | -6% | 0% | 22%[57.1 µM] | CN1CCC(NC(=S)NC2CC2)CC1
-6% | 18% | 2% | 7% | -11% | 5% | -16% | 2% | -13% | CC(C)n1c(SCC(=O)NC2CCCCC2)nnc1-c1ccco1
-3% | 2% | -36% | 11% | -4% | 1% | -13% | ? | 4%[57.1 µM] | CN(C)CCNC(=O)c1ccc(COc2ccc(Cl)cc2Cl)cc1
. | 4% | -3% | 13% | . | -3% | -9% | -6% | 20% | COCCNS(=O)(=O)c1ccc2c(c1)n(C)c(=O)n2C

3 of these compounds, reformatted.
Compound	Tb PGK inh	GLS inh	RGS4 inhibitor	HP1b chromo inh	ERG Ets-DNA blk	Pin1 inhibitor	JMJD2A Tudor	ALOX12 inh	TrxR1 inh
COc1ccc(CCNC(=O)c2cc(C3CC3)nc3c2cnn3C(C)C)cc1OC	-4%	3%	-3%	25%	1%	0%	-15%	22%	22%
CNc1snc(C)c1C(=O)OCC(=O)c1cc(F)ccc1OC	-5%	-3%	-1%	39%[activator]	-5%	1%	-12%	-3%	12%
Cc1ccc(/C(N)=N/OC(=O)C(C)c2ccc([N+](=O)[O-])cc2)cc1 (stereo unspecified)	1%	9%	-14%	24%	1%	-5%	-10%	0%	7%

More entries follow.
Tb PGK inh | GLS inh | RGS4 inhibitor | HP1b chromo inh | ERG Ets-DNA blk | Pin1 inhibitor | JMJD2A Tudor | ALOX12 inh | TrxR1 inh | SMILES
0% | 13% | -4% | 27% | 9% | 3% | -12% | 75%[activator] | 1% | COCc1cc(C)nc2sc3c(=O)oc(C)nc3c12
-8% | 2% | 10% | 28% | 4% | -8% | -16% | ? | -6%[57.1 µM] | CCCCN1C(=O)C(=O)NC[C@@H]1C(C)CC (stereo partly specified)
7% | 9% | 10% | -6% | 7% | 6% | -14% | -28% | -1% | CCc1cccc(C)c1NC(=O)c1cccc(C(=O)Nc2c(C)cccc2CC)c1
-2% | 0% | 10% | 141%[activator] | -2% | -4% | 55%[activator] | ? | -4%[57.1 µM] | CCCCC1CCC(c2nc(-c3ccccn3)no2)CC1 (stereo unspecified)

Retrieved one by one from the list above (three):
Tb PGK inh | GLS inh | RGS4 inhibitor | HP1b chromo inh | ERG Ets-DNA blk | Pin1 inhibitor | JMJD2A Tudor | ALOX12 inh | TrxR1 inh | SMILES
-8% | 2% | 10% | 28% | 4% | -8% | -16% | ? | -6%[57.1 µM] | CCCCN1C(=O)C(=O)NC[C@@H]1C(C)CC (stereo partly specified)
2% | -11% | 44% | 23% | -2% | 1% | -10% | 0% | 26%[57.1 µM] | Cc1nnc2sc(SCc3ccccc3Cl)nn2c1=O
-6% | 22% | -49%[56.9 µM] | -6% | -5% | ? | -36% | 39%[activator] | ? | O=C(Oc1cccc2c(O)cccc12)c1ccco1

An excerpt. The share of hits here may be higher or lower than overall.
